# Assay outcomes (PubChem BioAssay)
# E-sel TNF inh = blocks E-selectin expression induced by TNF alpha; HUVEC TNFa-induced E-selectin immunofluorescence, high content; inhibition, % at 2 µM; actives 0.71% (n = 120,000); AID 1246;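 active = inhibition above the batch mean plus 3 SD, and confirmed as a hit on visual image review, cut at about 43% in these data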;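 note: 0% = TNF-stimulated DMSO wells and 100% = unstimulated control wells; not every result past the cut was called active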
# Yeast growth inh = yeast BB579 growth reduction in restrictive medium; actives 0.51% (n = 140,000); inhibition, % at 10 µM; S. cerevisiae BB579 growth, OD615, 48 h;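 active = inhibition above a set limit, 3 SD over the mean compound inhibition, cut at about 44% in these data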; note: inactives centre near -24
#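 System: Saccharomyces cerevisiae DeaD strain BB579, replicative lifespan model yeast | Buffer or medium: Restrictive glucose-based CSMM-D medium | Times: 4 h preincubation and 48 h exposure at 30 °C | Detection: OD615 turbidity measurement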
# NPY-Y2 antag = antagonists of human neuropeptide Y receptor Y2; P49146; NPY-Y2 expressing cells, antagonist mode; inhibition, % at 2.7 µM; actives 0.99% (n = 140,000); AID 793; in the data active = inhibition above about 17%;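 note: 0% = vehicle with agonist challenge and 100% = reference antagonist with challenge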
# Target sequence (P49146 whole entry, looked up): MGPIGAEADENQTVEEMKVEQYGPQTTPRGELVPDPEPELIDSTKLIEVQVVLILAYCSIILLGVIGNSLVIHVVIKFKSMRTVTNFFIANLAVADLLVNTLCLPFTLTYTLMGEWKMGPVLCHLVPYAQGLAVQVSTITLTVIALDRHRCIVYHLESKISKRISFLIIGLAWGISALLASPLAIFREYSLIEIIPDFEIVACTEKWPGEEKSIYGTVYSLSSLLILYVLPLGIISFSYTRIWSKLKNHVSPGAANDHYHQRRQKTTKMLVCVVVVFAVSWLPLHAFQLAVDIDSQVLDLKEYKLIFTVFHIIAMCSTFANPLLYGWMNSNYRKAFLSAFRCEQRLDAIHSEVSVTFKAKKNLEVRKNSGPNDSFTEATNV
# MRP-1 activ = MRP-1 activation | actives 0.61% (n = 140,000) | viability increase, % at 10 µM | H69AR cells + doxorubicin, viability rescue, CellTiter-Glo | AID 799;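 active = viability gain under doxorubicin at or above a set limit, the compound median plus 3 SD, cut at about 4.7% in these data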;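 note: MRP-1 overexpressing cells given doxorubicin 25 µM after compound pretreatment; 18-22 h compound pretreatment then 72 h with doxorubicin before readout; 0% = doxorubicin-only wells and 100% = vehicle-treated cells without doxorubicin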
# Yeast life ext = yeast lifespan extension; inhibition of the nicotinamide effect, % at 10 µM; S. cerevisiae growth with nicotinamide, OD615; deaD strain in restrictive glucose medium; actives 0.68% (n = 130,000);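 active = inhibition above a set limit, placed 3 SD over the median of all compounds, cut at about 26% in these data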;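 note: 0% = nicotinamide-treated wells and 100% = cells grown without nicotinamide; some compounds called inactive have numbers as strong as hits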
#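 System: DeaD-strain S. cerevisiae / Buffer or medium: CSMM-D, restrictive glucose (dextrose) synthetic minimal medium / Probe or stimulus: nicotinamide, 1.5 mM, co-present with compound / Compound: one concentration, 10 µM, DMSO 0.25% / Incubation: 48 h compound exposure at 30 °C, humidified / Technique: optical density (absorbance) at 615 nm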
# GALR2 blocker = antagonists of human galanin receptor 2 (GALR2). GALR2-expressing cells, antagonist mode. actives 0.39% (n = 140,000). O43603. inhibition, % at 4 µM; in the data active = inhibition above about 27%;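 note: cells stimulated with galanin 1-16 at roughly its EC80; 0% = agonist challenge control and 100% = basal control without agonist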
# Target sequence (O43603 whole entry, looked up): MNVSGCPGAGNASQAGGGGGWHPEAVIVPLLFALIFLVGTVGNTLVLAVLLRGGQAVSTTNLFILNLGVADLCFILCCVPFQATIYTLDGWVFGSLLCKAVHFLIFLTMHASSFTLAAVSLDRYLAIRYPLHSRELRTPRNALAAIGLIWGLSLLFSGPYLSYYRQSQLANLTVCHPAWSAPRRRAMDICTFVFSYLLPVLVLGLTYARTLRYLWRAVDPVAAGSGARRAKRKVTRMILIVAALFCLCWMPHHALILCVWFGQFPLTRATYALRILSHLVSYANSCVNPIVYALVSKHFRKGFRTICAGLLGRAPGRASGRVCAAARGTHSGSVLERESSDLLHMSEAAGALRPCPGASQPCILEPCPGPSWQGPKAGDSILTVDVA
# Phagocyt inh = inhibitors of macrophage phagocytosis. AID 1029. actives 0.07% (n = 110,000). J774A.1 macrophage IgG-bead phagocytosis, imaging. inhibition, % at 5 µM;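 active = inhibition above the mean of the plate negative controls plus 5 SD, cut at about 13% in these data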;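 note: phagocytic index as fraction of beads internalized from green versus red external bead signal; plate controls were DMSO negative control for no effect and cytochalasin-D positive control for full effect; some results beyond the cut were filed as inactive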
# PTEN del growth = growth suppressors of cells with PTEN tumor suppressor deletion; HCT116 PTEN-null viability, CellTiter-Glo, 60 h; stronger effect = lower value; viability, % at 10 µM; actives 1.2% (n = 140,000); AID 827;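 active = viability at or below a set limit, 4 SD under the median of all tested compounds, cut at about 3.7% in these data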;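 note: PTEN knockout HCT116 line with beta catenin targeted HCT116 as companion control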
# Measles CPE = protection of cells from measles virus | protection (pct of control), % at 4 µM | Measles virus-infected cells, CPE protection, absorbance | actives 1.5% (n = 140,000); in the data active = protection mostly above about 24%, no sharp cut-off; inactive = mostly below about 26%; note: some compounds called inactive have numbers as strong as hits
# bCat KO growth = beta-catenin-lacking colon tumor cell growth suppression. actives 1.5% (n = 140,000). viability, % at 10 µM. HCT116 beta-catenin knockout viability, CellTiter-Glo, 60 h; stronger effect = lower value;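 active = viability at or under a set limit, the compound median less 4 SD, cut at about 6% in these data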;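 note: 0% = Hyamine 1622 control at 20 µM and 100% = untreated cell control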
# * marks the source's active call; other numbers are inactive results; nt = no result given.
# Under each structure: GALR2 blocker	Measles CPE	PTEN del growth	NPY-Y2 antag	bCat KO growth	MRP-1 activ	Yeast life ext	E-sel TNF inh	Phagocyt inh	Yeast growth inh
- CSc1ccccc1C(=O)NC1CCCCC1
→ 1	12	94	1	86	-0.5	-19	-8	-1	-38
- CC(=O)c1c(C)[nH]c(C(=O)OCC(=O)C(C)(C)C)c1C
→ -1	22	92	0	86	-1.4	-7	-1	1	-22
- CC(C)(C)C1CCC2(CC1)Nc1cccc3cccc(c13)N2
→ 4	7	75	4	75	-2.9	-3	-8	-2	3
- Cc1ccc(NCCC(=O)c2ccc(Cl)c(Cl)c2)cc1
→ -11	4	91	6	80	-3.3	-18	-12	nt	-44
- Cc1ccccc1-n1c(SCC(N)=O)nc2sc(-c3ccccc3)cc2c1=O
→ 20	22	57	1	66	-0.4	-2	7	nt	11
- CCOc1cc(/C=N/NC(=O)CN2CCCCC2)ccc1OCc1ccc(Cl)cc1
→ 11	3	93	10	95	-0.1	-9	-2	nt	3
- Cc1ccc(C)c(S(=O)(=O)N2CCN(C(C)C(=O)Nc3ccccc3-c3ccccc3)CC2)c1 (stereo unspecified)
→ 19	8	65	6	68	-3.1	-3	nt	nt	-33
- Cc1c(C(=O)N2CC(C)OC(C)C2)oc2ccccc12 (stereo unspecified)
→ 9	12	86	3	91	-0.3	-12	-3	-4	-27
- CC(C)CNS(=O)(=O)c1ccc(CCC(=O)NCc2cccnc2)cc1
→ 8	2	86	0	89	-1.9	0	37	-3	-15
- CCOc1cc(/C=C2\CCC/C(=C\c3cc(Cl)c(O)c(OCC)c3)C2=O)cc(Cl)c1O
→ 14	3	1.7*	16	2.0*	-6.5	11	48	nt	-46
- CCCCC(=O)Nc1ccc(C(=O)OC2CCCCC2)cc1
→ -2	6	76	6	88	1.5	-18	22	nt	-61
- CNC(=O)c1cc2cc(OC)ccc2n1CCN(C)C
→ 7	6	97	-3	90	-3.0	-6	12	0	-30
- O=C(NC1CC2CCC(C1)N2C(=O)NCc1ccccc1)C1CC1 (stereo unspecified)
→ -10	4	106	-2	99	-0.8	6	nt	-2	-24
- CCOc1cccc(C(=O)Nc2cccc(C(C)=O)c2)c1
→ 6	8	93	6	96	-0.6	-7	7	-1	-19
- NC(=O)NC(Cc1ccccc1)C(=O)O (stereo unspecified)
→ 17	4	93	0	95	0.1	nt	-7	0	-30
- Cc1ccc(C)c(N2CCN(C(c3ccncc3)c3nnnn3Cc3ccccc3)CC2)c1 (stereo unspecified)
→ -3	6	74	5	97	-1.3	-12	9	-2	-24
- C=CCNC(=O)CN(c1cccc(Br)c1)S(C)(=O)=O
→ 9	12	109	1	97	0.6	-6	11	-1	14
- COc1ccccc1NC(=O)COC(=O)c1ccc(S(=O)(=O)NCc2ccco2)cc1
→ 10	13	80	-1	80	-2.5	-11	22	nt	-60
- COc1ccc(-n2nc(C(=O)NCC(=O)Nc3cccc(C)n3)c3ccccc3c2=O)cc1
→ 1	5	97	3	94	0.6	-1	11	1	-57
- CCOc1ccc(OCC)c(NC(=O)CN2CCN(c3ccc(C)cc3C)CC2)c1
→ -7	6	65	3	69	-2.4	-1	-31	nt	-22

# Rewritten tab-delimited: entries from further up.
SMILES	GALR2 blocker	Measles CPE	PTEN del growth	NPY-Y2 antag	bCat KO growth	MRP-1 activ	Yeast life ext	E-sel TNF inh	Phagocyt inh	Yeast growth inh
CCCCC(=O)Nc1ccc(C(=O)OC2CCCCC2)cc1	-2	6	76	6	88	1.5	-18	22	nt	-61
CNC(=O)c1cc2cc(OC)ccc2n1CCN(C)C	7	6	97	-3	90	-3.0	-6	12	0	-30
O=C(NC1CC2CCC(C1)N2C(=O)NCc1ccccc1)C1CC1 (stereo unspecified)	-10	4	106	-2	99	-0.8	6	nt	-2	-24
CCOc1cccc(C(=O)Nc2cccc(C(C)=O)c2)c1	6	8	93	6	96	-0.6	-7	7	-1	-19
NC(=O)NC(Cc1ccccc1)C(=O)O (stereo unspecified)	17	4	93	0	95	0.1	nt	-7	0	-30
Cc1ccc(C)c(N2CCN(C(c3ccncc3)c3nnnn3Cc3ccccc3)CC2)c1 (stereo unspecified)	-3	6	74	5	97	-1.3	-12	9	-2	-24
C=CCNC(=O)CN(c1cccc(Br)c1)S(C)(=O)=O	9	12	109	1	97	0.6	-6	11	-1	14
COc1ccccc1NC(=O)COC(=O)c1ccc(S(=O)(=O)NCc2ccco2)cc1	10	13	80	-1	80	-2.5	-11	22	nt	-60
COc1ccc(-n2nc(C(=O)NCC(=O)Nc3cccc(C)n3)c3ccccc3c2=O)cc1	1	5	97	3	94	0.6	-1	11	1	-57
CCOc1ccc(OCC)c(NC(=O)CN2CCN(c3ccc(C)cc3C)CC2)c1	-7	6	65	3	69	-2.4	-1	-31	nt	-22

# Following part
# Under each structure: GALR2 blocker	Measles CPE	PTEN del growth	NPY-Y2 antag	bCat KO growth	MRP-1 activ	Yeast life ext	E-sel TNF inh	Phagocyt inh	Yeast growth inh
- O=C(c1ccc(Cl)cc1)[C@@H]1[C@@H]2C(=O)N(c3ccccc3)C(=O)[C@@H]2C2c3ccccc3C=NN21 (stereo partly specified)
→ -6	17	79	1	77	-0.9	-1	nt	-3	-9
- Cc1cc(C)nc(SC2CCCCC2NS(=O)(=O)c2ccccc2)n1 (stereo unspecified)
→ -6	10	101	3	95	-3.5	-1	nt	-9	1
- C=CCn1c(-c2ccccc2)nc(=S)c2c1CC(C)(C)OC2
→ 2	17	93	1	95	-2.4	-2	-12	0	-14
- O=[N+]([O-])c1cnccc1Nc1ccccc1
→ -9	6	103	4	102	-0.6	-6	8	0	-70
- CC1(C)CC(=O)C=C(NCCN2CCN(C(=O)Nc3ccc(Cl)c(Cl)c3)CC2)C1
→ -1	25	86	1	92	1.1	-9	nt	-2	-1
- COc1cccc(/C(O)=C2/C(=O)C(=O)N(c3ccccn3)C2c2ccc(OC)c(OC)c2)c1 (stereo unspecified)
→ 5	20	84	4	81	-1.9	-8	-27	nt	-19
- CCN(CC)S(=O)(=O)c1cc(Br)c(C)cc1OC
→ -5	8	100	4	91	-0.7	50	-26	0	-27
- Fc1cnc(N2CCOCC2)nc1NCc1ccccc1
→ 4	4	99	0	90	-0.7	-23	-17	0	-49
- CCOc1ccc2nc(SCc3ccc(C(=O)OC)o3)[nH]c2c1
→ 13	15	83	4	87	-0.2	-11	-12	1	1
- CCn1c(SCC(=O)Nc2cc(C)ccc2C)nnc1-c1cnccn1
→ 2	4	105	5	117	-2.8	-12	-13	0	-36
- CSc1nc(-c2ccco2)nn1C(=O)c1ccccc1
→ -2	3	95	5	89	-1.6	-1	-11	2	-16
- Cc1cc(C)cc(-n2cnc3cc(C(=O)O)ccc32)c1
→ -1	11	96	1	96	-0.1	1	6	-1	-40
- Cc1ccc(S(=O)(=O)N2CCOCC2)cc1C(=O)Nc1nc2ccccc2[nH]1
→ -6	18	100	1	94	-4.0	4	nt	-9	-9
- CCN(CC)c1ccc(/C=N/NC(=S)NCc2ccc(OC)cc2)cc1
→ -4	12	71	4	72	-5.3	3	nt	-5	-5
- O=C(Nc1ccc2ccccc2c1)c1cn(-c2ccccc2)nc1-c1cccs1
→ -1	3	71	0	76	-1.7	-4	-8	nt	-54
- O=c1c2cc(-c3ccccc3)sc2ncn1/N=C/c1ccco1
→ 5	5	89	3	92	-0.8	-34	20	0	-10
- Cc1[nH]c2ccccc2c1C(=O)CSc1nc2cc(S(=O)(=O)N3CCCCC3)ccc2o1
→ 7	9	54	0	46	0.0	-12	nt	-1	-22
- O=C(O)CN(Cc1ccco1)S(=O)(=O)c1ccccc1
→ 1	7	100	1	98	-2.4	-10	-2	0	-35
- O=C(O)c1cccc(NCc2ccncc2)c1
→ 1	13	97	3	107	-0.1	-14	-8	2	-31
- Cc1nn(-c2ccccc2)c(C)c1NC(=O)COc1ccc2ccccc2c1
→ 4	12	77	6	83	-0.3	-19	-19	0	-5

# (further entries)
# Under each structure: GALR2 blocker	Measles CPE	PTEN del growth	NPY-Y2 antag	bCat KO growth	MRP-1 activ	Yeast life ext	E-sel TNF inh	Phagocyt inh	Yeast growth inh
- O=c1cnnc(SCCc2ccccc2)[nH]1
→ -6	16	109	5	99	-0.9	-6	13	0	-50
- COc1cccc(N=C2C(=O)N3CCCc4cccc2c43)c1
→ 0	5	99	0	91	-2.6	2	nt	-6	27
- O=C(Nc1cccc(F)c1)C1C2C=CC3(CN(CCCN4CCOCC4)C(=O)C13)O2 (stereo unspecified)
→ 0	20	99	-1	100	-0.1	-7	nt	2	-6
- C=CCc1c(C)nc(-c2ccccc2)nc1N/N=C(\C)c1ccccc1
→ -13	3	83	5	85	5.5*	-4	6	-12	-23
- Cc1csc(=NC(=O)c2ccccc2)n1Cc1ccco1
→ -3	9	87	6	97	-3.2	-16	12	-1	-2
- CCOC(=O)N1CCN(c2c(N3CCOCC3)c(=O)c2=O)CC1
→ -21	11	89	4	94	0.9	-4	-12	0	-2
- CCNC(=O)c1cccc(S(=O)(=O)N2CCCCCC2)c1
→ -3	17	93	-2	94	-2.7	2	nt	-2	-13
- C=CCNC(=S)N/N=C/c1cn(-c2ccccc2)nc1-c1ccc(OC)cc1
→ -22	9	78	6	71	-2.2	2	-2	-10	-26
- Cc1ccc(S(=O)(=O)NC2=NCN(Cc3ccccc3)CN2)cc1
→ 9	20	106	1	95	-1.2	-9	5	-1	6
- CCN(CC)CCNC(C(=O)Nc1cc(C(F)(F)F)ccc1Cl)c1ccccc1 (stereo unspecified)
→ 14	8	74	2	82	-4.4	-3	nt	nt	-32
- Cc1nn(Cc2cccc(C(=O)N3N=C(C(F)F)CC3(O)C(F)F)c2)c(C)c1[N+](=O)[O-] (stereo unspecified)
→ -5	42*	89	-1	86	0.0	-2	-3	0	-31
- O=C(C[n+]1cccc2ccccc21)c1ccccc1
→ 15	11	88	1	88	-1.8	4	nt	nt	-20
- COC(=O)c1sccc1NC(=O)c1cc2c(s1)CCCC2
→ 4	3	75	14	76	-2.3	-12	28	1	-40
- CCCCNC(=O)C(C#N)c1nc2ccccc2nc1N1CCCC1 (stereo unspecified)
→ 13	5	90	0	97	-1.2	-2	nt	1	-89
- COc1ccc(N2C(=O)c3ccccc3NC2c2ccc(OC)c(COc3ccccn3)c2)cc1 (stereo unspecified)
→ 7	6	88	4	83	1.5	-1	nt	-4	-22
- Cc1cccc(C)c1-n1nnnc1SCSc1nnnn1-c1c(C)cccc1C
→ -7	10	90	0	83	-3.6	-10	18	0	-32
- COc1cccc(NC(=O)Nc2c(C)n(C)n(-c3ccccc3)c2=O)c1
→ 12	43	105	2	113	-1.0	-19	12	2	4
- O=C(NCc1cccs1)C1CCN(S(=O)(=O)c2cccc3cccnc23)CC1
→ nt	9	102	nt	97	-2.1	-3	nt	0	3
- O=C(Cn1cnc2c(nnn2Cc2ccc(Cl)cc2)c1=O)NC1CCCC1
→ 7	30	96	2	97	0.2	3	16	-1	-32
